HIF act = HIF pathway transcriptional activation. U2OS HRE-luciferase reporter, luminescence; normalized: DMSO 0%, desferrioxamine 100%. activation, % at 7.5 µM (by protocol). 300,000 tested, 0.32% active;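 active means mean activation of at least 10% of the iron chelator positive control signal, with at least half of replicates also reaching 10%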
AI-2 QS mod = Vibrio harveyi AI-2 quorum sensing modulation; 300,000 tested, 0.4% active; activity change, % at 7.5 µM; Vibrio harveyi JMH597 AI-2 luminescence/OD600 ratio, 9 h; stronger effect = lower value; strain lacks LuxN and CqsS sensors; 0 = neutral-control median; AID 2094; in the data active means activity change below about -75%, passing the limit was not always enough;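 further: luminescence divided by OD600 gain over 9 h not by final OD600 alone; inactives centre near 13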
KLF5 inh = inhibitors of KLF5 expression; 290,000 tested, 0.23% active; AID 1700; DLD-1 KLF5 promoter-luciferase reporter, luminescence; inhibition, % at 5 µM;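 active means inhibition above a per-plate limit of that plate's mean compound inhibition plus 3 SD, cut at about 60% in these data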;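 further: 0% = DMSO wells and 100% = LY294002 at 200 µM; higher means less KLF5 promoter-driven luciferase light; inactives centre near -14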
HSF1 inh = HSF1 inhibition | NIH3T3-HGL HSE-luciferase, MG132-induced, luminescence 8 h; stronger effect = lower value | activity change, negative = inhibition, % at 7.5 µM (by protocol) | 300,000 tested, 0.77% active | AID 2098;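 active means more than half of replicate wells show activity change below -50%, luminescence cut by over half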;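 further: luciferase reports HSF-1 transcriptional activity via heat shock element; 0% = median of DMSO wells and -100% = zero luminescence signal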
HSF1 activator = increases HSF-1 driven luciferase reporter signal. NIH3T3-HGL HSF-1 luciferase reporter, MG132, 8 h; 100% = twice DMSO control signal. activation, % at 9 µM. AID 504408. 300,000 tested, 1.7% active;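 active means mean replicate activation of at least 50% with a set share of replicates each reaching 50%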;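 further: 0% = median of the neutral control wells and 100% = twice that signal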
aSyn 5UTR inh = 5' untranslated region of α-synuclein, MLPCN primary screen; alpha-synuclein 5'UTR reporter, inhibitor activity; inhibition, % (tested at 7.5 µM); 300,000 tested, 0.82% active; in the data active means inhibition above about 60%;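 further: H4 neuroglioblastoma cells stably carrying SNCA 5'UTR luciferase fusion; 0% = DMSO wells and 100% = positive control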
HSP90 refold inh = HSP90 refolding inhibition in rabbit reticulocyte lysate; 290,000 tested, 0.91% active; AID 1789; luciferase refolding luminescence, 3 h; inhibition, % at 5.6 µM;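 active means inhibition above the screen-wide mean plus 3 SD, computed separately per campaign, cut at about 16% in these data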;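 further: 0% = DMSO wells and 100% = 60 µM geldanamycin wells; inhibitors lower the luminescence because luciferase stays unfolded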
Platelet DG rel = platelet dense granule release activity; human platelet-rich plasma, SFLLRN dense granule ATP release, luminescence; AID 1663; inhibition, %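 (compounds screened at 7.5 µM in platelet-rich plasma)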; 300,000 tested, 0.22% active;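 active means mean replicate score, as percent of positive control, at or above 50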
IEC-6 cytotox = counter-screen for KLF5 inhibitors: cytotoxicity in IEC-6 cells; IEC-6 cytotoxicity, luminescence viability; inhibition, % at 5 µM; 290,000 tested, 0.78% active; in the data active means inhibition above about 22%;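 further: 0% = plate median of test compound wells and 100% = cytotoxic reference compound wells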
SKKanGAS inh = SKKanGAS growth inhibition | inhibition, % at 7.5 µM | 300,000 tested, 1.3% active | S. pyogenes SKKanGAS, kanamycin growth, BacTiter-Glo, 6 h | AID 1662;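 active means mean replicate score, as percent of positive control median, at least 50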;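 further: strain carries kanamycin resistance gene driven by streptokinase promoter and grows in 40 µg/ml kanamycin; loss of luminescence reflects streptokinase promoter inhibition or plain growth inhibition; 0% = median of DMSO wells and 100% = positive control at its reference dose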
* = called active by the depositor; x = not tested or not shown.

SMILES | HIF act | AI-2 QS mod | KLF5 inh | HSF1 inh | HSF1 activator | aSyn 5UTR inh | HSP90 refold inh | Platelet DG rel | IEC-6 cytotox | SKKanGAS inh
COCCNC(=O)CCC(=O)NNc1nc2ccccc2c2nc(C)nn12 | -0.2 | 25 | -24 | -6 | -21 | 10 | -3 | 4 | -3 | -3
O=C1c2ccccc2C2(c3ccccc3)NCCCN12 (centres undefined) | -0.3 | 24 | 5 | 4 | 8 | -1 | 3 | 0 | 2 | -6
O=C(COC(=O)c1ccccc1SCC(=O)N1CCCC1)Nc1ccccc1C(F)(F)F | 0.0 | 5 | 0 | -2 | 2 | -21 | 0 | -3 | -1 | -1
O=C(Nc1cccc(NC(=O)c2c(F)cccc2F)n1)c1c(F)cccc1F | -7.1 | 25 | -28 | -2 | 13 | 4 | 5 | -6 | -4 | -5
CCn1cnc2cc(NS(=O)(=O)c3ccc(OC)c(OC)c3)ccc21 | -1.5 | 9 | -28 | 0 | 1 | 14 | 0 | 1 | 5 | 1
O=C(CC(C(=O)O)c1cccc(Cl)c1Cl)c1ccccc1 (centres undefined) | -10 | 42 | -8 | 1 | 16 | -7 | -2 | -5 | 0 | 15
COc1ccc(-c2cnc(SCC(=O)Nc3ccc4c(c3)OCO4)n2Cc2ccco2)cc1 | -0.6 | 27 | -7 | 2 | 16 | 21 | 9 | -4 | 6 | 38
Cc1ccc(-c2nc(CS(=O)CC(=O)NCCCc3ccccc3)c(C)o2)cc1 (centres undefined) | 0.1 | 9 | 8 | 3 | -7 | 26 | 1 | 15 | 7 | 1
O=c1[nH]cnc2c1nc(SCc1ccccc1)n2C1OC(CO)C(O)C1O (centres undefined) | -0.4 | 9 | -3 | -4 | 3 | -2 | -1 | -8 | -1 | -16
CCN1CCN(CC(=O)Nc2nc3ccc(C)cc3s2)CC1 | -20 | -3 | -37 | 0 | 14 | -18 | 2 | 1 | 3 | 3
O=C(Nc1cnccn1)c1ccc(Cl)cc1 | 3.8 | 17 | -38 | -6 | 13 | -19 | 0 | 4 | -3 | -4
COc1ccc(/C=C/C(=O)NCc2nc3ccccc3[nH]2)cc1OC | 0.0 | 21 | -4 | 3 | -9 | 17 | 1 | 0 | 4 | 4
CCOc1cc(C(=O)Nc2c3c(nn2C(C)(C)C)CS(=O)C3)cc(OCC)c1OCC (centres undefined) | -0.2 | 6 | -31 | -4 | -8 | -1 | 2 | 4 | -3 | -1
Cc1[nH]nc(SCC(=O)NCCc2ccccc2)c1[N+](=O)[O-] | 0.7 | 7 | -5 | -3 | -15 | -4 | -1 | 0 | -7 | 5
N#Cc1ccccc1NC(=O)COC(=O)c1ccc2c(c1)OCCO2 | 1.0 | 12 | -35 | 16 | 39 | -130 | 1 | 0 | -6 | -2
NC(=O)COC(=O)c1ccc2noc(-c3ccccc3)c2c1 | -20 | 8 | -145 | -9 | -16 | -57 | 8 | -8 | -4 | -3
CC(=O)Nc1ccc(C(=O)NCC2(N3CCCCC3)CCCCC2)cc1 | 0.0 | 12 | -33 | -5 | 3 | -22 | 1 | 7 | 0 | -4
CC1CN(C(=O)c2ccc(NS(=O)(=O)c3ccc(F)cc3)cc2)CC(C)O1 (centres undefined) | -0.4 | 21 | -9 | 0 | -2 | 15 | -4 | -18 | -2 | -6
CC(C)(C)OC(=O)NC(CO)c1cn([C@@H](Cc2cc3ccccc3[nH]2)C(=O)N2CCN(C(=O)OC(C)(C)C)CC2)nn1 (some centres undefined) | -0.5 | 18 | -18 | -2 | 9 | 14 | 2 | -2 | 2 | 4
COc1ccc([C@H](C)NC[C@H](O)c2ccc(O)c(NC=O)c2)cc1 | -0.2 | 19 | 10 | -13 | -12 | -19 | -8 | 5 | 19 | -1
CCCCn1c(N)c(N(CC(C)C)C(=O)CSc2ccccc2C)c(=O)[nH]c1=O | -0.1 | 21 | x | 7 | 5 | 1 | x | 15 | x | 9
O=C(CC(C(=O)O)c1ccc(F)cc1)c1ccc(Cl)cc1 (centres undefined) | -0.9 | 24 | -8 | 3 | -10 | 6 | 3 | 1 | 5 | 11
CCCCOC(=O)n1c(=O)oc2ccc(S(=O)(=O)N3CCCCC3)cc21 | -0.7 | -1 | -6 | 3 | -14 | 13 | -2 | -3 | 6 | 6
Fc1ccc(COc2cccc(-c3n[nH]c(=S)o3)c2)cc1 | -0.6 | 17 | -28 | 7 | 14 | 3 | 0 | 4 | 4 | 33
CCSCc1nnc(SCC(=O)Nc2cc(F)ccc2C)n1C | 0.3 | -4 | -18 | 10 | 11 | 23 | 4 | -3 | 5 | -2
COc1ccc(S(=O)(=O)Nc2ccccn2)cc1OC | -0.3 | 23 | 9 | -4 | 7 | 10 | -1 | 8 | -2 | 6
COc1cc(NC(=O)CCCl)cc(-n2cnnn2)c1 | 0.1 | 11 | -13 | -2 | 12 | 12 | 1 | -6 | -2 | -6
CN(Cc1ccccc1)S(=O)(=O)c1nnc(NC(=O)c2ccccc2F)s1 | -0.3 | 4 | -4 | 2 | -6 | -7 | -1 | 1 | 5 | 29
CCOC(=O)C1=C(CCc2ccccc2)NC(=O)NC1c1ccc(C#N)cc1 (centres undefined) | 0.2 | 16 | x | 9 | 19 | -1 | x | 0 | x | 6
Cc1ccc(Oc2nc(CN3CCOCC3)nc3sc4c(c23)CCC(C)C4)cc1 (centres undefined) | -0.2 | 27 | -2 | -5 | 2 | 18 | -1 | -5 | -1 | 10
Cc1cc(C(=O)CN2C(=O)NC(CC(C)C)C2=O)c(C)n1-c1ccccc1F (centres undefined) | 3.7 | 17 | -227 | 3 | -2 | -148 | 7 | -2 | -9 | -2
CC1(C)CC(C)(O)N(Cc2ccccc2)C(=S)N1 (centres undefined) | 0.1 | 20 | -13 | 0 | -12 | -12 | -5 | -4 | -8 | -11
CCc1ccc(NC(=O)CSc2nc3ccccc3c(=O)n2CCCC(=O)NCCCN2CCOCC2)cc1 | -0.1 | 40 | -6 | 5 | 8 | 4 | 3 | -1 | -1 | -4
Cc1[nH]c2ccccc2c1C(=O)CSc1nc2cc(S(=O)(=O)N3CCCCC3)ccc2o1 | -0.9 | 25 | -14 | 5 | 5 | -23 | -4 | 0 | -1 | 17
COc1cc(OC)c(OC)cc1CN1CCSCC1 | -0.6 | 21 | -29 | -6 | 4 | 1 | -4 | -2 | -3 | -7
Cc1ccc(-c2nc(C=Nc3cccc(C)c3)c(O)o2)cc1 | 0.1 | 13 | -26 | -1 | -4 | 16 | -1 | -7 | 1 | -22
O=C(Nc1ccccc1-c1ccccc1)c1ccccc1[N+](=O)[O-] | -0.6 | -4 | 6 | -6 | 1 | 1 | 4 | 19 | -8 | -4
NS(=O)(=O)c1ccc(NC(=O)C2COc3ccccc3O2)cc1 (centres undefined) | 0.5 | 23 | -24 | -4 | 5 | -4 | 3 | -4 | 5 | -11
CC(SCc1ccccc1)C(=O)Nc1ccc(F)cc1 (centres undefined) | 0.2 | 11 | -22 | 2 | -5 | -36 | 3 | -2 | -1 | -2
CC1=CN2C(=N)/C(=C/c3ccc(Sc4ccc(Cl)cc4)o3)C(=O)N=C2S1 | -0.1 | 7 | -1 | 11 | 30 | -37 | 2 | -1 | -5 | 35

The list goes on, overlapping the part above by 2 compounds.
SMILES | HIF act | AI-2 QS mod | KLF5 inh | HSF1 inh | HSF1 activator | aSyn 5UTR inh | HSP90 refold inh | Platelet DG rel | IEC-6 cytotox | SKKanGAS inh
CC(SCc1ccccc1)C(=O)Nc1ccc(F)cc1 (centres undefined) | 0.2 | 11 | -22 | 2 | -5 | -36 | 3 | -2 | -1 | -2
CC1=CN2C(=N)/C(=C/c3ccc(Sc4ccc(Cl)cc4)o3)C(=O)N=C2S1 | -0.1 | 7 | -1 | 11 | 30 | -37 | 2 | -1 | -5 | 35
O=C1NC(=O)/C(=C/c2ccccc2Cl)N1 | -3.6 | 14 | -10 | 0 | -1 | -10 | -2 | -11 | 0 | 2
COc1ncccc1C(=O)NC1CCCc2c1cnn2-c1ccc(C)c(C)c1 (centres undefined) | -0.3 | 42 | -27 | -5 | 0 | 35 | -3 | 10 | 2 | 8
COc1cccc(C2=NNC(=NCc3ccccc3)SC2)c1 | 2.1 | 3 | -5 | 20 | 7 | -58 | 15 | 19 | 4 | 2
COc1ccc2oc(=Nc3ccc(C(=O)O)cc3)c(C(=O)NCc3ccco3)cc2c1 | 1.6 | -5 | -23 | -4 | 24 | -30 | 0 | -4 | -1 | 36
O=C(CNc1ccc(Cl)cc1)NNC(=S)NCc1ccccc1 | -0.3 | 10 | -10 | 0 | 6 | 11 | 5 | -4 | 5 | 2
O=C(COc1ccc(Cl)cc1Cl)NC1CCSC1=O (centres undefined) | 2.4 | 28 | -90 | 24 | 34 | -86 | -1 | -4 | -1 | 5
CCN(CC)CCCOC(=O)C(c1ccccc1)c1ccccc1 | -0.1 | 23 | -23 | 3 | 0 | -12 | 2 | -2 | 3 | 1
Cc1ccc(/C=N/NC(=S)NC2CCS(=O)(=O)C2)cc1 (centres undefined) | 0.3 | -2 | -22 | -1 | -6 | 17 | 1 | -1 | -2 | -8
COc1ccc(CNC(=O)OCCN2CCN(S(=O)(=O)c3ccc(C)cc3)CCC2=O)cc1 | 0.3 | 12 | 6 | -68* | -75 | 7 | 2 | 16 | 6 | -2
CCOC(=O)c1sc2nc(C(C)C)c3c(c2c1N)CC(C)(C)OC3 | -0.2 | 21 | -16 | -2 | -11 | 8 | 1 | 0 | -6 | 6
S=C1SCN(Cc2cccnc2)CN1Cc1cccnc1 | -1.0 | 6 | -1 | -86* | -90 | -86 | 2 | -4 | 0 | -1
Cc1ccc2[nH]c(=O)cc(C(=O)OC(C)C)c2c1 | -0.8 | 15 | -16 | 6 | -1 | 22 | 0 | 7 | 4 | -3
COc1ccc([C@@H]2[C@@H]3C(=O)N(C(C)(C)C)C(=O)[C@@H]3[C@]3(Cc4ccccc4)C(=O)N(c4ccc(C(F)(F)F)cc4)C(=O)N23)cc1 | 0.5 | 23 | -14 | 3 | 9 | -11 | 3 | 5 | 8 | 9
CCCn1nc(C(=O)Nc2nc3ccccc3[nH]2)c2ccccc2c1=O | -0.2 | 17 | -14 | 1 | 17 | -18 | 10 | -5 | -3 | -3
C#CCOCCOCCOCCNc1nc(N2CCN(C(=O)[C@H]([C@@H](C)CC)n3cc([C@@H](N)CC(C)C)nn3)CC2)nc(N2CCN(C(=O)[C@H](Cc3cc4ccccc4[nH]3)n3cc([C@@H](N)Cc4ccc(O)cc4)nn3)CC2)n1 | 0.1 | 31 | 9 | 5 | -4 | 13 | 13 | -1 | -1 | -1
CCC(=O)N1CCN(c2ccc(NC(=O)c3ccc(-c4ccccc4)cc3)cc2)CC1 | 0.2 | 7 | -1 | 20 | 15 | 22 | 11 | -4 | 5 | -4
Cc1cc(C)cc(NC(=O)c2oc3ccccc3c2COc2ccccc2)c1 | -0.3 | 25 | -26 | -1 | 28 | 12 | 0 | -2 | 6 | 11
CC1CCc2sc(C(=O)NNS(=O)(=O)c3ccc(F)c(F)c3F)cc2C1 (centres undefined) | 0.1 | 28 | x | -4 | -3 | -8 | x | 10 | x | 5
CCOC(=O)C1CCN(C(=O)COc2ccc(Cl)cc2)CC1 | 1.9 | 20 | -7 | 4 | 23 | -75 | -1 | 4 | -4 | 3

Source: PubChem

The order is random; any-hit rate near 6%.
